MT stabilize HCS: stabilizes microtubules in HeLa cells. HeLa tubulin immunostaining HCS, 24 h; share of cells brighter than vehicle mean+2SD. % tubulin-high responders, % at 10 µM. AID 2205. actives 0.83% (n = 200,000);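 active means plate Z-score above 3 for both tubulin-high and condensed-nucleus cell shares, with cell loss under 80%, at 10 µM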;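 further: anti alpha tubulin signal scored within the nucleus-defined area of each cell; some results filed as inactive read as strong as hits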
Ins promoter up: MIN6 insulin promoter up-regulation; AID 1625; z-score at 5 µM; actives 0.3% (n = 190,000); MIN6 insulin promoter-GFP reporter, high-content imaging; hits give high values;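 active means z-score above 3 at 5 µM with at least 500 cells counted in the well; inconclusive means wells under 500 cells, flagged as cytotoxic or low count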
AID2073: disruptors of CaV2.2 binding to Mint1 – biochemical, HTRF (AID 2073) | HTRF protein-protein interaction, Mint1-CaV2.2; higher % means a stronger effect | inhibition, % at 20 µM, or IC50 in µM where a hit was titrated | actives 0.19% (n = 290,000); in the data active means inhibition mostly above about 51%, no sharp cut-off; inconclusive means no clear call, values can overlap the other calls; inactive means mostly below about 53%; further: some results filed as inactive read as strong as hits
Dynein cargo inh: dynein cargo transport inhibition; actives 0.47% (n = 220,000); AID 1381; z-score, hits read low; 3617.4 mouse cells, GR-EGFP nuclear translocation imaging; test concentration mostly 20 µM; stimulated with dexamethasone, 1 µM; hits give low values;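 active means plate z-score of nuclear minus cytoplasmic receptor signal below a set negative limit, without overly bright fluorescence or cell loss, cut at about -3.5 in these data, passing the limit was not always enough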;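 further: z-score of nuclear minus cytoplasmic ring GR-EGFP intensity difference per well; some compounds called inactive have numbers as strong as hits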
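medium = tetracycline-free induction medium containing charcoal-stripped FBS | probe or stimulus = dexamethasone, 1.0 µM final | timing = 48 h induction, then 1 h compound, then 30 min agonist, 37 °C | detection = automated 10x imaging of fixed Hoechst-stained cells | read-out basis = nuclear versus cytoplasmic GR-EGFP signal, averaged per well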
HIV peptide binding: cell-free HIV fusion peptide-binding blockers – biochemical, uHTS, fluorescence dequenching, primary screen (AID 1986); cell-free peptide binding, fluorescence dequenching, 30 min; higher % means a stronger effect; inhibition, % at 20 µM; hits with a dose series show IC50 in µM; actives 0.3% (n = 290,000); in the data active means inhibition mostly above about 52%, no sharp cut-off; inactive means mostly below about 76%; further: some results filed as inactive read as strong as hits
WT yeast gro inh: growth inhibition of WT yeast, mitochondrial fusion screen; actives 2.1% (n = 190,000); AID 1362; inhibition, % at 10 µM; mitochondrial fusion phenotypic screen, WT strain; in the data active means inhibition above about 58%; tested in S. cerevisiae
Autophagy mod: modulators of autophagy; MEF GFP-LC3 puncta imaging; test concentration mostly 10 µM; calls only at 10 µM (by protocol); actives 0.98% (n = 190,000);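 active means percentage of spot-positive cells more than 3 SD above its plate mean, without a fluorescence outlier flag or 80% toxicity; inconclusive means no clear call, values can overlap the other calls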;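 further: spot-positive cell cutoff set from DMSO-treated cells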
bCat nuc transl: beta-catenin nuclear translocation modulation. HeLa beta-catenin nuclear translocation, immunofluorescence imaging. nuclear translocation activity, % at 5 µM. actives 0.3% (n = 190,000);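 active means nuclear translocation activity above 50% at 5 µM, with a well cell count of 50 or more; inconclusive means wells under 50 cells across six images, flagged as toxic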;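 further: per-cell ratio of nuclear to cytoplasmic median beta-catenin stain intensity; plate controls were DMSO negative control for no effect and GSK-3 inhibitor IX positive control for full effect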
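Signal – beta-catenin immunofluorescence imaging with DAPI · Test system – human HeLa cell line · Dosing – 5 µM primary single dose, 0.1% DMSO, 0.02–20 µM confirmation series · Measure – % activation, nuclear-to-cytoplasmic median beta-catenin signal ratio per cell · Incubation – 24 h compound exposure at 37°C, 5% CO2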
Yfh1-depleted yeast: mitochondrial function rescue without frataxin homolog – Friedreich's ataxia, plus single-dose screen, dose response (AID 1465) | S. cerevisiae Yfh1-off respiration, WST-1 reduction, 72 h; higher fold induction means a stronger effect | fold induction at 50 µM, or EC50 in µM where a hit was titrated | actives 0.074% (n = 220,000);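 active means fold induction of absorbance versus untreated yeast above a set limit, then at least 30% activation at any dose in follow-up; inconclusive means repeats straddling the limit, or above it without dose testing; inactive means fold induction below the set limit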;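 further: activators that raise dye reduction in frataxin-depleted yeast; strong numbers were not always called active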
WT yeast gro inh mutant strain: second read-out of WT yeast gro inh, no call of its own (marks repeat the call); inhibition, %; mitochondrial fusion phenotypic screen, mutant strain inhibition
Dynein cargo inh cytoplasmic EGFP: second read-out of Dynein cargo inh, no call of its own (marks repeat the call); z-score; measured here: cytoplasmic GR-EGFP intensity; hits give high values
Dynein cargo inh nuclear GR-EGFP: recorded beside Dynein cargo inh, whose call it bears; z-score; measured here: nuclear GR-EGFP intensity;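 lower value marks the stronger effect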
Dynein cargo inh cell count: recorded beside Dynein cargo inh, whose call it bears; z-score; measured here: cell count per field
Ins promoter up cell count: second read-out of Ins promoter up, no call of its own (marks repeat the call); cell count; measured here: cytotoxicity, nuclei count;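 total cells summed across four imaged fields per well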
bCat nuc transl cell count 5 µM: further read-out of bCat nuc transl, marked with its call; cell count; measured here: cell count, cytotoxicity flag
MT stabilize HCS Hoechst-high %: also measured in MT stabilize HCS; calls as there; % Hoechst-high responders; measured here: nuclear condensation Hoechst responders;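 share of cells brighter than vehicle mean plus two SD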
MT stabilize HCS cytotoxicity %: further read-out of MT stabilize HCS, marked with its call; toxicity, %; measured here: cytotoxicity by cell density;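 0% = mean cell density of plate MIN control wells and 100% = no cells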
Autophagy mod cell loss 18 h: further read-out of Autophagy mod, marked with its call; toxicity, %; measured here: cell loss, nuclei count;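 cell loss after 18 h compound exposure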
* hit, by the source's call; i = inactive; ? = inconclusive; · = no result given.

SMILES	MT stabilize HCS	MT stabilize HCS Hoechst-high %	MT stabilize HCS cytotoxicity %	Ins promoter up	Ins promoter up cell count	AID2073	Dynein cargo inh	Dynein cargo inh cytoplasmic EGFP	Dynein cargo inh nuclear GR-EGFP	Dynein cargo inh cell count	HIV peptide binding	WT yeast gro inh	WT yeast gro inh mutant strain	Autophagy mod	Autophagy mod cell loss 18 h	bCat nuc transl	bCat nuc transl cell count 5 µM	Yfh1-depleted yeast
COCc1nc2ccccc2n1Cc1ccccc1Br	5.4	3.0	6.8	-0.91	830	10%	-0.12	0.02	0.24	-0.32	14%	23	38	i	8	1.4	717	i
CC(C)c1onc(C(=O)N2C(C)CCCC2C)c1[N+](=O)[O-] (stereo not drawn)	5.9	2.4	1.4	·	·	0%	-0.44	-0.31	-0.59	0.59	-2.8%	0	-12	i	-1	1.9	887	i
C#Cc1ccc([C@@H]2C=C(C(=O)N3CCOCC3)O[C@H](OCCCCO)C2)cc1	3.0	1.1	3.1	0.59	1439	-1%	-0.13	-0.24	0.21	-0.3	2.7%	12	10	i	16	-0.6	1116	i
CCOC(=O)c1sc2c(c1C)C(c1cccs1)C1=C(CCCC1=O)N2 (stereo not drawn)	4.5	2.4	6.9	-0.37	1437	20%	-0.084	-0.22	0.12	0.31	0.9%	18	3	i	4	-3.5	974	i
CC(=O)c1ccc(NC(=S)NC2CCCC(C)C2C)cc1 (stereo not drawn)	5.2	1.6	7.3	0.28	1541	-14%	0.21	0.029	-0.015	-0.42	-0.1%	23	-22	i	1	-5.9	1046	i
O=C(CNc1ccc(Br)cc1)c1ccc(O)cc1	2.7	2.0	1.4	0.16	1237	6%	0.15	-0.21	0.48	-0.41	2.5%	11	-23	i	2	-0.8	1084	i
CCOC(=O)N1CCC2(CC1)NCCc1c2[nH]c2ccccc12	·	·	·	-0.13	996	-7%	0.49	-0.29	0.89	0.45	-0.8%	·	·	·	·	-0.7	1317	i
CCn1c(SCC(=O)N2CC(=O)Nc3ccccc32)nnc1-c1ccoc1C	1.7	1.1	3.5	0.41	1169	-1%	-0.75	-0.18	-0.45	0.49	2.9%	11	6	i	2	-2.5	1134	·
CCCOC(=O)c1ccc(NC(=O)c2ccccc2[N+](=O)[O-])cc1	2.4	1.8	2.9	0.03	1404	1%	-0.22	-0.33	0.01	0.81	-0.6%	14	1	i	-4	-1.5	1094	i
Cc1ccc(-n2ncc(C#N)c2/N=C/N2CCCCCC2)cc1	2.5	1.3	3.3	-0.13	1127	0%	0.39	-0.23	0.78	-0.56	-3.5%	28	9	i	18	-1.3	1128	·
Cc1cc(O)c(C(=O)/C=C/c2cccc([N+](=O)[O-])c2)c(=O)o1	·	·	·	-0.03	1075	43%	-2.8	0.45	-1.3	-0.6	29%	·	·	·	·	0.2	1210	i
Cc1c(C#N)c2ccccc2n1CC(=O)NCc1cccnc1	8.2	1.8	0.0	-0.56	904	2%	3	-0.2	1.6	-1.5	0.8%	9	15	i	9	-0.1	1171	·
CCOC(=O)CC(=O)CSc1ncnc2c1nnn2-c1ccc(F)cc1	1.7	1.0	0.0	0.11	1379	1%	0.3	-0.16	0.26	-0.3	4.8%	4	-12	i	-9	-1.2	1132	i
CC1=CC(=C(C#N)C#N)C=C(C)N1CCN1CCNCC1	1.4	1.8	0.7	0.34	1260	29%	-0.86	-0.11	-0.32	0.48	-0.8%	1	-4	i	5	0.8	1025	i
COc1ccc(OCC(=O)NNC(=O)CCc2ccccc2)cc1	·	·	·	0.19	1435	-3%	1.5	-0.28	1.1	-0.82	-0.5%	0	-5	i	-13	-0.4	1476	i
O=C(N/N=C/c1cccnc1)NC12CC3CC(CC(C3)C1)C2	·	·	·	-0.97	1381	9%	1	-0.22	0.68	-1.6	-0.2%	·	·	·	·	0.7	1316	i
COc1ccccc1OCCN1CSC(=S)N(C)C1	4.0	5.1	5.4	0.07	763	-10%	-1.2	0.56	0.14	-1.4	-2.0%	29	2	i	-2	6.7	484	i
N/C(=N\OC(=O)N1CCOCC1)c1ccccc1	2.8	1.4	0.4	0.03	1388	-4%	-0.17	-0.16	0.45	-0.35	-0.5%	2	-4	i	5	0.6	1343	i
CCOC(=O)c1cnn(Cc2ccc(C)cc2)c1N	2.1	1.6	6.1	-0.2	1286	-9%	0.73	-0.28	0.4	0.033	-0.7%	-12	4	i	24	1.1	1078	i
Cc1ccc(Nc2nc(N)nc(CN3CCN(c4ccccc4F)CC3)n2)cc1	6.0	4.0	1.1	-2.2	860	-4%	0.22	-0.21	0.38	-0.54	-1.6%	-3	2	i	6	2.1	805	i
COc1ccccc1N1CCN(S(=O)(=O)c2ccc3c4c(cccc24)C(=O)N3C)CC1	0.9	0.6	15	·	·	1%	1.4	-0.2	1	-0.11	-3.4%	16	12	i	-5	·	·	i
CC(C)c1cc(NCCCN2CCOCC2)n2c(nc3ccccc32)c1C#N	7.0	1.5	3.4	·	·	26%	-0.66	-0.21	-0.017	0.38	2.9%	-7	-18	i	19	-1.3	617	i
CCCCn1cnc2c(cnn2-c2ccc(F)cc2)c1=O	4.9	3.6	9.3	·	·	4%	-0.25	-0.33	-0.18	0.47	-1.7%	4	0	i	3	·	·	i
NC(=O)c1cccnc1Nc1ccccc1Cl	3.5	2.3	3.4	0.61	1236	9%	-0.83	-0.28	-0.58	0.93	-1.0%	16	-5	i	9	-0.7	555	i
CN(C)S(=O)(=O)c1ccc(NC(=O)COC(=O)Cn2[nH]c(=O)c3ccccc3c2=O)cc1	·	·	·	-0.32	1364	1%	-0.27	-0.1	-0.2	1.4	-0.3%	·	·	·	·	0.8	1002	i
Cc1oc2c(CN3CCCC3)c(O)ccc2c(=O)c1Oc1ccccc1Br	5.1	1.7	5.5	0.08	1371	39%	-0.33	-0.27	0.13	-0.38	-3.1%	5	7	i	10	1.2	1447	i
CN(C)C(=O)COc1ccc2cc(-c3ccccc3)c(=O)oc2c1	1.5	2.3	9.9	0.06	1781	31%	-0.044	-0.23	-0.14	0.34	-0.7%	5	-1	i	3	-0.4	1045	i
CCOC(=O)N1CCN(C(=O)CSc2nnc(-c3cc(OC)cc(OC)c3)o2)CC1	3.3	1.3	2.7	-0.39	1321	2%	-1	-0.21	-0.32	0.24	-1.3%	5	17	i	1	·	·	i
O=c1[nH]c2ccc(NC(=S)Nc3ccc(Cl)cc3Cl)cc2[nH]1	1.5	1.4	1.6	-0.41	1057	-30%	-0.55	-0.2	0.25	0.35	0.5%	2	13	i	-11	-3.2	1225	i
COc1ccc(C(c2c[nH]c3ccccc23)c2c[nH]c3ccccc23)cc1O	3.7	1.9	10.0	0.01	717	10%	0.55	-0.2	0.37	-0.012	3.5%	22	15	i	12	·	·	i
CN1/C(=C/C=N/n2cnnc2)C(C)(C)c2ccccc21	3.3	2.4	9.0	-0.17	1250	3%	-1.1	-0.26	-0.6	1.3	1.8%	3	-15	i	1	·	·	i
Cc1nn(-c2ccccc2)c2nc(N)c(C#N)c(-c3ccc(C(C)(C)C)cc3)c12	·	·	·	-0.06	1048	?	0.7	-0.19	0.78	-0.31	-1.5%	·	·	·	·	-0.2	1282	i
CCC(C)(C)NC(=O)c1cc(OC)c(OC)cc1[N+](=O)[O-]	0.5	1.0	5.0	-0.23	1692	10%	-0.35	-0.15	-0.16	0.37	0.1%	-13	-26	i	0	0.8	1372	i
Cc1nn(C)c(C)c1N1C(=O)c2cccc3c(Br)ccc(c23)C1=O	6.0	2.7	20	·	·	6%	2.6	-0.029	1.2	-1.2	1.5%	-6	5	i	7	24	51	i
CN(C)c1ccc(-c2nn3c(-c4ccc(Cl)cc4Cl)nnc3s2)cc1	30*	54*	65*	-1.4	846	1%	0.57	-0.2	1	-0.16	-11%	5	-31	i	-4	53*	358*	·
Cc1ccc2[nH]c3c(c2c1)CN(C(=O)CN1CCN(c2ccccc2F)CC1)CC3	1.5	2.1	6.7	-0.2	1006	-4%	-0.51	-0.19	-0.21	0.95	3.5%	31	31	i	-1	-2.8	835	i
S=C(Nc1ccccc1)c1nc2ccccc2s1	3.0	2.1	10	-0.53	958	-6%	2.1	-0.17	1.4	-1.9	-3.1%	17	0	i	4	0.3	1078	i
O=C(CSc1ccc(-c2ccc(F)cc2)nn1)NCCc1ccccc1	2.0	1.8	8.1	-0.82	1213	35%	0.83	-0.27	0.45	-0.44	-0.4%	0	14	i	-47	2.3	1093	i
CC[C@H](C)C(C(=O)N1CCN(C(=O)OC(C)(C)C)CC1)n1cc(C(Cc2ccc(O)cc2)NC(=O)OC(C)(C)C)nn1 (stereo partly drawn)	3.4	1.8	9.2	0.62	1363	9%	-0.16	-0.26	0.19	0.19	0.9%	3	-5	i	-3	-1.2	1184	i

Screening results (PubChem BioAssay)
